Bioassay records: PubChem, Emory University Molecular Libraries Screening Center
14-3-3 PPI = modulators of 14-3-3 gamma protein binding, primary screen, biochemical, fluorescence polarization; 14-3-3 protein gamma (Homo sapiens), P61981; inhibition, % at 40 µM; actives 0.19% (n = 160,000); FP, 14-3-3gamma / TMR-pS259-Raf peptide binding; AID 422, 2006; in the data active = inhibition above about 30%;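 note: 0% = protein plus tracer without compound and 100% = blank with tracer alone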
Target sequence (P61981 whole entry, looked up): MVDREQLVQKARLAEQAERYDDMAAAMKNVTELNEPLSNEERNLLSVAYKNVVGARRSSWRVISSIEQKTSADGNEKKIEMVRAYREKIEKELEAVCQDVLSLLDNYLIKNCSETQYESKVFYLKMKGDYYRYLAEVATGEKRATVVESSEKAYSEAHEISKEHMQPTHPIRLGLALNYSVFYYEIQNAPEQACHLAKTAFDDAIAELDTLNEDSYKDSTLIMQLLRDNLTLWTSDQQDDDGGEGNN
An asterisk follows results filed as active; & = joins results of further samples.

Compound,14-3-3 PPI
COc1ccc(-c2cc(C(F)(F)F)nc(N3CCCC3)n2)cc1OC,-3
COc1ccc2c(c1)CCc1c(C(=O)Nc3cc(C(F)(F)F)ccc3Cl)noc1-2,-11
CCOC(=O)C(C)n1cnc2c(nnn2Cc2ccc(Cl)cc2)c1=O (centres undefined),-4
CC1CCN(c2nnc(-c3cccs3)c3ccccc23)CC1,-4
O=C1CCCc2nn(-c3ccccc3)c(-c3ccc(Br)cc3)c21,-1
CCSCCOC(=O)C1=C(C)NC2=C(C(=O)CC(c3cccs3)C2)C1c1ccsc1 (centres undefined),-18
COc1ccc(CCNS(=O)(=O)c2ccc3c(c2)OCCO3)cc1,-6
O=C(NCCc1ccc(Cl)cc1)c1ccc2c(=O)n(Cc3cccc(Br)c3)c(=S)[nH]c2c1,-4
COc1ccccc1-n1c(C)nc2cc(C(=O)O)ccc21,40*
Nc1ccc2c(c1)C(=O)N(c1ccc3ccccc3c1)C2=O,-6
CCOC(=O)C1CCN(c2ccc([N+](=O)[O-])cc2C(=O)Nc2ccc(OC(F)(F)F)cc2)CC1,-8
Clc1ccc(-n2ncnc2-c2ccc(Br)cc2)cc1,-14
OCCN=C(c1ccccc1)C12CN3CN(CN(C3)C1)C2,0
Cc1ccc(S(=O)(=O)Nc2nc(C)cc(NCCN)n2)cc1,4&-2
O=C(NCCSCc1ccco1)Nc1ccccc1,-5
O=C(CSc1ncnc2c1oc1ccccc12)N1CCN(c2ccccc2)CC1,-5&2
CN(Cc1ccccc1)S(=O)(=O)c1ccc2[nH]c(=O)c(=O)[nH]c2c1,-10
CC1=C(C(=O)OC2CCCCCC2)C(c2coc3ccc(C)cc3c2=O)C2=C(CCCC2=O)N1 (centres undefined),-23
COc1ccccc1C(=O)NCC(=O)n1nc(C)cc1C,6&2
CCOc1cc(/C=N/n2cnnc2)ccc1O,-3
Cc1cccc(C)c1NC(=O)CSc1nc2ccc(N)cc2s1,-6
O=C(Nc1nc2ccccc2[nH]1)C1CC1c1ccccc1 (centres undefined),-6
CCOc1ccc(C2CC(c3cccc(C)c3)n3nc(N)nc3N2)cc1 (centres undefined),-3
Cc1cc(C)n(C(=O)C23CC4CC(CC(C4)C2)C3)n1,-9
COc1ccc(C2CC(c3ccc([N+](=O)[O-])cc3)=NN2C(=O)c2ccccc2)cc1OC (centres undefined),-35
CCC(=O)N1CCc2cc(S(=O)(=O)NC3CCCCCC3)ccc21,-6
Cc1ccc(CCC(=O)Nc2ccc(C(F)(F)F)cc2)o1,0
CC(=O)N(C(C)=O)c1c(N2CCOCC2)c2ccccc2oc1=O,-5
COc1ccc(NC(=O)c2ccc(CN3CCN(c4ccccc4)CC3)cc2)cc1OC,-7
CCN(CC)CCCNC(=O)c1cn(CCOC)c(=O)c2c1c1ccccc1n2C,-1
CCOC(=O)C1=C(C)Nc2sc(C(=O)c3ccc(C)cc3)c(N)c2C1c1ccc(C(=O)OC)cc1 (centres undefined),-5
COc1ccc(OC)c(C2CC(=O)N3CN(c4ccccc4)CSC3=C2C#N)c1 (centres undefined),-4
COc1cc2c(cc1NC(=O)c1ccc(OC)c([N+](=O)[O-])c1)oc1ccccc12,-8
O=c1c2c3nc4ccccc4nc3n(-c3cccc(F)c3)c2ncn1Cc1ccc2c(c1)OCO2,-25
COC(=O)C1=C(C)N(C)C(C)=C(C(=O)OC)C1c1ccsc1,3
CCC(C)OC(=O)C1=C(C)NC2=C(C(=O)C(C(=O)OC)C(C)C2)C1c1ccc(-c2ccccc2)cc1 (centres undefined),4
Cc1cc(C(=O)Nc2cccc(NC(=O)c3ccc([N+](=O)[O-])c(C)c3)n2)ccc1[N+](=O)[O-],-1
CCCCOc1ccc(C(=O)NCc2ccccn2)cc1,-7
CCOc1ccc(C(=O)Nc2ccc(O)c(-c3nc4cc(CC)ccc4o3)c2)cc1,-90
O=C(c1ccc2nc3ccccc3c(=O)n2c1)N1CCN(c2ccc(F)cc2)CC1,7
CC(=O)OC1CC2(C)C(=O)CCC2C2CCc3cc(O)ccc3C12 (centres undefined),-5&-3
COc1nc(N2CCOCC2)nc(C)c1[N+](=O)[O-],-6
CC1CCN(S(=O)(=O)N2CCC(C(=O)NCCCN3CCCC3)CC2)CC1,4
C/C(N)=C(/C#N)C(=O)CSc1nnc(-c2ccc(OC(F)F)cc2)o1,-7
O=C(COc1ccc2ccccc2c1)Nc1ccc(Br)cc1C(=O)O,-17
Cc1c(C(=O)NCCC2=CCCCC2)oc2ccc(S(=O)(=O)N3CCCC3)cc12,-6
COc1ccc(C(=O)N=c2sc3ccccc3n2C)cc1OC,-27
CCNc1ccc(C(=O)OCC)cc1NC(=O)c1cc(S(=O)(=O)N2CCOCC2)ccc1C,-32
COc1ccccc1NS(=O)(=O)c1ccc(Cl)c(C(=O)Nc2cccc(C(=O)O)c2)c1,-13
CCN(C(=O)c1cn(CC)c(=O)c2cc(OC)c(OC)cc12)c1ccccc1C,-8&-2
COc1cc2c(cc1OC)C1C(C(=O)Nc3cccc([N+](=O)[O-])c3C)c3ccccc3C(=O)N1CC2 (centres undefined),-7
CCN(CCCNC(=O)CN(C)S(=O)(=O)c1cccc2nsnc12)c1cccc(C)c1,-10
Cc1cccc(NC(=O)CCC(=O)OCC(=O)c2ccc([N+](=O)[O-])cc2)c1,6
COC(=O)C1=C(C)N(C)C(=O)NC1c1cccc(OC)c1OC (centres undefined),4
CCOc1ccc2c(c1)sc1nc(-c3cc4cc(Cl)ccc4oc3=O)cn12,-7
COc1ccc(C2CC(=O)C3=C(C2)Nc2ccccc2NC3c2cccc(O)c2)cc1 (centres undefined),-3
Cc1cc(NS(=O)(=O)c2ccc(NC(=O)C(C(C)C)N3C(=O)c4ccccc4C3=O)cc2)nc(C)n1 (centres undefined),-9
O=C(Nc1nccs1)c1cccc(NC(=O)C2CC2)c1,-10
N#C/C(=C\c1ccc(O)c(O)c1)C(=O)NCc1ccccc1,1
Cc1cccc(C(C)C)c1NC(=O)c1ccco1,-6

Four compounds picked at random from the list so far:
Compound,14-3-3 PPI
C/C(N)=C(/C#N)C(=O)CSc1nnc(-c2ccc(OC(F)F)cc2)o1,-7
CCN(CCCNC(=O)CN(C)S(=O)(=O)c1cccc2nsnc12)c1cccc(C)c1,-10
CC(=O)OC1CC2(C)C(=O)CCC2C2CCc3cc(O)ccc3C12 (centres undefined),-5&-3
COc1cc2c(cc1NC(=O)c1ccc(OC)c([N+](=O)[O-])c1)oc1ccccc12,-8

Other compounds follow:
Compound,14-3-3 PPI
Cc1ccc(-c2csc(NC(=O)c3ccc(S(=O)(=O)N4CCOCC4)cc3)n2)o1,-12
Cc1ccc(OC(=O)c2ccc(Cl)cc2)cc1,0
COc1ccccc1-n1c(=O)c2c(n3c(=S)[nH]nc13)-c1ccccc1CC21CCCCC1,0
Cc1ccc(NC(=O)Cn2cccc2)cc1C,-11
O=C(CC1c2ccccc2Oc2ccccc21)Nc1ccc2c(c1)oc1ccccc12,5
Cc1ccc(S(=O)(=O)N2CCC(c3nc4cc(C(=O)NCc5ccco5)ccc4n3C3CCCCC3)CC2)cc1,-15
O=C(CSCc1ccccc1Cl)NC1CCCC1,-4
CCN1C(=O)C(O)(CC(=O)c2cc(C)ccc2C)c2ccccc21 (centres undefined),1&3
CCC(C)NC(=O)c1c[nH]c2ccc(S(=O)(=O)N(C)c3cc(C)ccc3C)cc2c1=O (centres undefined),-9
O=C(c1ccncc1)N(Cc1ccco1)Cc1cc2ccccc2[nH]c1=O,-3
CCC1CCCCN1C(=O)CSc1nc2c(c(=O)n1Cc1ccccc1)SC(C)C2 (centres undefined),-4
Cc1c(CCC(C)C)c(=O)oc2cc(OCC(=O)Nc3ccc(Br)cc3)ccc12,1
CCN(C(=O)CS(=O)(=O)c1cccc2nsnc12)c1ccc(C)c(C)c1,-14
O=C(CN1CCOCCOCCN(CC(=O)Nc2ccccc2)CCOCC1)Nc1ccccc1,-7
CC(c1ccccc1)N1C(=O)c2ccc(-c3nc4ccccc4c(=O)o3)cc2C1=O (centres undefined),0
CC(C)(C)n1ncc2c(=O)n(CC(=O)NCc3ccccc3)cnc21,-8
O=C(Nc1ccc2c(c1)OCO2)c1ccc(CN2CCOCC2)cc1,8
COc1ccc(N2C(=O)CSC2c2cc3c(cc2Br)OCO3)cc1 (centres undefined),-4
Cc1c(Cl)cccc1NC(=O)CSc1nc2ccc(N)cc2s1,-8
O=C(CSc1nc2cc3c(cc2c(=O)n1Cc1ccco1)OCO3)NCC1CCCO1 (centres undefined),-13
O=C(NCCc1ccccc1)C1CCN(c2nc3ccccc3o2)CC1,-8&2
CCC(Sc1nc(C)cc(=O)[nH]1)C(=O)Nc1ccc(Cl)cn1 (centres undefined),0
COc1cccc(-n2c(=O)c3c(C)c(C)sc3n(Cc3ccc([N+](=O)[O-])cc3)c2=O)c1,-18
CCOC(=O)c1c(N=CC2C(=O)c3ccccc3C2=O)sc2c1CCC2,-6
CCOc1ccc(NC(=O)C2CCN(C(=O)c3ccccc3)CC2)cc1,-6
O=C(CSc1nnc2ccccn12)NC(=O)NC1CCCCC1,2
COc1ccc(-c2cc(C(=O)O)c3c(ccc4ccccc43)n2)c(F)c1,-18
COc1ccc(CNC(=O)c2cc(=O)[nH]c3ccc(S(=O)(=O)N4CCCC4)cc23)c(OC)c1,-11
CCCn1c(=O)c(C(=O)Nc2nc3ccc(Cl)cc3s2)c(O)c2ccccc21,-9
CCOC(=O)c1c(NC(=O)c2c(OC)cccc2OC)sc2c1CCC2,-7
Cc1nc(-c2cc3cc(Cl)ccc3oc2=O)cc2c1c(=O)oc1ccc(Cl)cc12,-9
O=C(Nc1cccc(-c2nc3ccccc3o2)c1)c1cccc(I)c1,-73
CC(C)CSc1ncnc2c1sc1nc3c(cc12)COC(C)(C)C3,-5
CCOC(=O)c1c(NC(=O)C(C(F)(F)F)C(F)(F)F)sc(CC)c1-c1ccccc1,-5
COc1cc2c(cc1NC(=O)c1ccccc1F)oc1ccccc12,-5
O=C(COc1ccccc1)Nc1nc2ccccc2[nH]1,-3
COC(=O)C(C)NS(=O)(=O)c1ccc(NC(C)=O)cc1 (centres undefined),-2&-5
Cc1nc(NC(=O)c2ccccc2)sc1-c1csc(N)n1,-3
Cc1cc(C)cc(NC(=O)CCCCCN2C(=O)c3cccc([N+](=O)[O-])c3C2=O)c1,-8
CC1CCCCN1C(=O)CCNC(=O)Cn1ccc2ccccc2c1=O (centres undefined),-8
Cc1cc(C)c(C#N)c(SCc2cn3c(C)cccc3n2)n1,-5
O=c1oc2ccc3ccccc3c2cc1-c1csc(Nc2cccc(F)c2)n1,-38
COc1cccc(C(=O)Nc2c3c(nn2-c2cc(C)cc(C)c2)CSC3)c1OC,1
CC1CCC(NC(=O)C2CCCN(S(=O)(=O)N3CCCCCC3)C2)CC1 (centres undefined),2
CC(C)(C)C1CCC(=O)C(C2(O)C(=O)Nc3ccccc32)C1 (centres undefined),-1&0
CCOC(=O)C1=C(C)NC(=O)NC1c1ccc(OC(=O)c2ccco2)c(OC)c1 (centres undefined),-4
Cc1c(CCC(C)C)c(-n2ccnc2C)n2c(nc3ccccc32)c1C#N,-1
COC(=O)c1coc(-c2ccc(C)cc2)c1C(=O)OC,-1
COc1ccc(C2C=C(c3ccc(Br)s3)Nc3ncnn32)c(OC)c1 (centres undefined),-115
CN(c1ccc(Cl)cc1)S(=O)(=O)c1ccc2[nH]cc(C(=O)NCCC3=CCCCC3)c(=O)c2c1,-6
Cc1sc2ncn(CC(=O)NCc3ccc(F)cc3)c(=O)c2c1S(=O)(=O)N1CC(C)CC(C)C1 (centres undefined),-6
Cc1ccc(CNC(=O)c2ccc(Cn3c(=S)[nH]c4cc5c(cc4c3=O)OCO5)cc2)cc1,-11
CC(=O)c1cccc(NC(=O)c2ccc(NS(=O)(=O)c3c(C)noc3C)cc2)c1,-6&-1
COCCCn1c(-c2ccccc2Cl)n[nH]c1=S,3
O=C(c1cc2nc(-c3cccs3)cc(C(F)(F)F)n2n1)N1CCc2ccccc2C1,-8
O=C1c2ccccc2-c2nc3cc(Br)cnc3nc21,-34
CCOc1ccc(N2C(=O)c3ccc(C(=O)OCC(=O)c4ccc(C)cc4)cc3C2=O)cc1,-9
O=C(OCCN(C1=NS(=O)(=O)c2ccccc21)c1ccc(Cl)cc1)c1ccco1,-9
CC1CCCCN1S(=O)(=O)c1ccc2[nH]c(=O)cc(C(=O)NCCN3CCCCCC3)c2c1 (centres undefined),-3
COc1cccc(CNS(=O)(=O)c2c(C)nn(C)c2C)c1,-4
O=C(CCN1C(=O)c2ccccc2C1=O)N1CCN(c2ccccn2)CC1,-8
Cc1ccc(-c2noc(CCC(=O)N3CCC(N4CCCCC4)CC3)n2)cc1,-11
CCOC(=O)N1CCN(C(=O)NC23CC4CC(CC(C4)C2)C3)CC1,0

Compounds shown so far with a CF3 group, in the order listed:
Compound,14-3-3 PPI
COc1ccc(-c2cc(C(F)(F)F)nc(N3CCCC3)n2)cc1OC,-3
COc1ccc2c(c1)CCc1c(C(=O)Nc3cc(C(F)(F)F)ccc3Cl)noc1-2,-11
CCOC(=O)C1CCN(c2ccc([N+](=O)[O-])cc2C(=O)Nc2ccc(OC(F)(F)F)cc2)CC1,-8
Cc1ccc(CCC(=O)Nc2ccc(C(F)(F)F)cc2)o1,0
CCOC(=O)c1c(NC(=O)C(C(F)(F)F)C(F)(F)F)sc(CC)c1-c1ccccc1,-5
O=C(c1cc2nc(-c3cccs3)cc(C(F)(F)F)n2n1)N1CCc2ccccc2C1,-8

Some of the compounds tested; the hit share may differ from the screen's.
